Bioassay records (PubChem)
D1 antagonist: blocks dopamine activation of the human D1 receptor | P21728 | HEK293 TREx D1 cells, calcium flux, dopamine EC80; stronger effect = lower value | activity change, negative = inhibition, % at 10 µM | 360,000 tested, 3.2% active; in the data active means activity change below about -30%; further: on the % scale 0 is the no-effect control and ±100 the full control effect
Target sequence (P21728 whole entry, looked up): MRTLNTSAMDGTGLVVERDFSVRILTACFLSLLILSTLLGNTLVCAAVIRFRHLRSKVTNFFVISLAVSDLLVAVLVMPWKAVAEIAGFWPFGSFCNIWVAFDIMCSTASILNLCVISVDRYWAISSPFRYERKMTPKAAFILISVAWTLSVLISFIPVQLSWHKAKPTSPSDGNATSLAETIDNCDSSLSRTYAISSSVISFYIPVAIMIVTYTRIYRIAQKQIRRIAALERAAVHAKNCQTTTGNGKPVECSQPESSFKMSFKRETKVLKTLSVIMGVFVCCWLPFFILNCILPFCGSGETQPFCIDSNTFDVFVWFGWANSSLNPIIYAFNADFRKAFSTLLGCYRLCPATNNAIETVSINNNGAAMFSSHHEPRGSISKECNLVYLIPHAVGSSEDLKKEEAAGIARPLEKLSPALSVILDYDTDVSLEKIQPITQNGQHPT
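After overnight tetracycline induction at 30 C, force-coupled D1 HEK293 cells took up a no-wash calcium dye at room temperature. Compounds were added and monitored 180 s, and the response to EC80 dopamine was then recorded.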
D1 potentiator: human D1 dopamine receptor positive modulation; P21728; HEK293 TREx D1 cells, calcium flux, dopamine EC20 potentiation; potentiation, % at 10 µM; 360,000 tested, 0.036% active; in the data active means potentiation above about 30%; further: 0% is about no effect
D1 agonist: activates the human D1 dopamine receptor; HEK293 T-REx D1 cells, calcium flux, agonist mode; AID 504660; 360,000 tested, 1% active; activation, % at 2 µM; in the data active means activation above about 30%; further: 0% is about no effect
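Tetracycline-induced HEK293 TREx D1 cells, force-coupled to calcium signalling, were dye-loaded with a no-wash calcium kit. Compound was pin-added after a 10 s baseline. Fluorescence was read kinetically at 1 cycle/s for 180 s, with calcium rises flagged as agonism.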
TRHR PAM: TRH receptor (human) allosteric enhancement; P34981; TRHR cells, fluo-8 calcium fluorescence, EC20 TRH enhancement; enhancement, % at 2 µM; 360,000 tested, 0.66% active; in the data active means enhancement above about 30%; further: 0% is about no effect
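Enhancer read-out: after compound pinning and an initial kinetic agonist-mode read, an EC20 of TRH (10 nM final) was injected and fluo-8 calcium signal (Ex 480/Em 530) followed at 1 s/cycle for 100 cycles in TRHR-expressing cells.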
D2 antagonist: antagonizes the human D2 dopamine receptor. 340,000 tested, 2% active. inhibition, % at 10 µM. P14416. HEK293 TREx D2 cells, calcium flux, dopamine EC80; in the data active means inhibition above about 30%; further: 0% is about no effect
Target sequence (P14416 whole entry, looked up): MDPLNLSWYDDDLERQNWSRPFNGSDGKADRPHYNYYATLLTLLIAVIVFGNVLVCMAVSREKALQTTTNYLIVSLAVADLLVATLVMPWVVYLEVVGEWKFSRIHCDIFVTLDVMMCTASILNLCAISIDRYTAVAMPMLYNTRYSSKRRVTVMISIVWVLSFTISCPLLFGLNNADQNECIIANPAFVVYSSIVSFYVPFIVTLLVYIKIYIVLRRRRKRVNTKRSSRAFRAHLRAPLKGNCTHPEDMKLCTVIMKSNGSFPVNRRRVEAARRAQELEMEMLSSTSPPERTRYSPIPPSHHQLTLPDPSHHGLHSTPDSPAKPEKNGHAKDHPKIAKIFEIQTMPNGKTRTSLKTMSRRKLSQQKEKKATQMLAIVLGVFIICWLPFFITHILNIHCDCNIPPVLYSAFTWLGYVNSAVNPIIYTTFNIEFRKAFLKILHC
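Cells plated overnight at 30 C with tetracycline; no-wash calcium dye, 30–90 min RT; 10 s baseline; compound pinned; 180 s read; EC80 dopamine added; another 180 s read.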
D2 agonist: activates the human D2 dopamine receptor. P14416. HEK293 T-REx D2 cells, calcium flux agonist mode. 340,000 tested, 0.53% active. activation, % at 2 µM. AID 485358;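 active means activation over 3 SD above normal in the single-dose calcium agonist read, cut at about 30% in these data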; further: 0% is about no effect
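Agonism scored from kinetic calcium signal (1 read/sec, 180 s) following compound pin transfer, after a 10 s baseline. Cells: HEK293 Trex line expressing inducible D2 receptor coupled to calcium, dye-loaded after overnight culture at 30 C.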
RXFP1 agonist: agonists of human relaxin receptor RXFP1; HEK293T-RXFP1 cAMP TR-FRET, 30 min; response scale: percent of porcine relaxin response, buffer zero; Potency, µM (doses to about 57.5 µM), for the others: at the top dose activation, usual class: activators; 370,000 tested, 0.3% active; AID 2676; active means well fitted activation curve with a large enough effect; further: potency means the concentration at half of the fitted maximal effect; on the % scale 0 is the no-effect control and ±100 the full control effect; nearly all actives have a fitted effect of over 60% in size; many of its hits are not listed in these tables
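HEK293T cells stably expressing RXFP1 were pretreated with the PDE4 inhibitor Ro 20174, exposed to compounds for 30 min at 37C, lysed, and cAMP was read by TR-FRET. Data normalized to buffer (basal) and 29 nM porcine relaxin (100%).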
D2 potentiator: positively modulates the human D2 dopamine receptor allosterically; potentiation, % at 10 µM; P14416; AID 485347; HEK293 T-REx D2, calcium flux, EC20 dopamine potentiation; 340,000 tested, 0.34% active;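 active means potentiation over 3 SD above the plate norm, cut at about 30% in these data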; further: 0% is about no effect
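Tetracycline-induced HEK293 T-REx cells force-coupled to calcium signalling expressed D2; compounds were pin-added after a 10 s baseline, read kinetically 180 s, then an EC20 dopamine challenge followed with a further 180 s calcium read.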
RXFP1 antagonist: antagonists of human relaxin receptor RXFP1. activity change, negative = inhibition, % at 57.5 µM. HEK293-RXFP1, relaxin-stimulated cAMP HTRF, 30 min; stronger effect = lower value. 350,000 tested, 0.59% active. AID 1259400;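 active means activity change of -60% or lower, but not beyond a set lower limit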; further: on the % scale 0 is the no-effect control and ±100 the full control effect
* = called active by the depositor; nt = not tested or not shown.

SMILES	D1 antagonist	D1 potentiator	D1 agonist	TRHR PAM	D2 antagonist	D2 agonist	RXFP1 agonist	D2 potentiator	RXFP1 antagonist
COc1ccc(C(=O)Cc2ccc(F)cc2)c(OC)c1	12	0	1	-2	-9	0.0	2.8%	6	8
CC(NC(=O)Cn1cc(C(F)(F)F)cc(Cl)c1=O)c1ccccc1 (configuration not stated)	7	3	-1	0	-10	0.4	2.6%	-25	4
O=C(CNC(=O)c1cccc(-n2cnnn2)c1)Nc1ccc(F)c(F)c1	15	-4	0	18	38*	-0.1	-0.1%	-20	0
O=C(NCC1CCCO1)c1ccccc1S(=O)(=O)c1ccc([N+](=O)[O-])cc1 (configuration not stated)	-13	11	0	2	0	0.0	0.1%	3	-4
COc1cccc(/C=N/NC(=O)CCc2ccccc2)c1	-18	-3	1	-5	-8	0.5	-3.0%	-14	19
Nc1nc(SCC(=O)Nc2ccc(Cl)cc2)[nH]c(=O)c1-c1ccccc1	8	-1	1	1	36*	-0.6	2.6%	-22	-17
O=C(Oc1cc(-c2ccccc2)no1)c1cccc(C(F)(F)F)c1	-5	-3	4	-3	nt	nt	-1.7%	-2	-6
C=CCn1c(Cc2cccs2)nnc1SC/C=C/c1ccccc1	-6	-1	7	1	3	-0.6	0.4%	-2	11
COc1ccc(OCc2cc(/C=N\NC(=O)c3ccccc3)ccc2OC)cc1	-1	-4	5	0	12	0.5	1.2%	-1	7
CCSc1c(-c2ccccc2)nc2c(C)cccc2c1C(=O)O	-1	-2	2	15	-1	34*	-0.1%	-17	-6
CC(NC(=O)COc1ccccc1F)C1CC2CCC1C2 (configuration not stated)	8	7	-1	-8	0	-0.3	-3.3%	-3	-27
COc1ccccc1NC(=O)CC1COc2ccccc2O1 (configuration not stated)	9	-4	1	47*	17	0.7	1.3%	-4	-18
CCOc1cc(S(=O)(=O)NC2CC(C)(C)NC(C)(C)C2)ccc1F	10	4	5	4	-17	-0.3	2.5%	5	-13
Cc1ccc(C(C)C)c(OCC(=O)N2CCN(c3ncccn3)CC2)c1	6	-5	1	5	-17	0.6	-1.8%	-2	-8
CC1=C(C)/C(=N/OC(=O)c2cccc([N+](=O)[O-])c2)C=CC1=O	-5	3	2	1	34*	-0.2	2.3%	6	29
Oc1c(C(c2cccs2)N2CCN(c3ccccc3)CC2)sc2ncnn12 (configuration not stated)	-8	0	1	-6	-4	-0.2	2.2%	-8	3
Cc1cc2[nH]c(=O)c(=O)[nH]c2cc1S(=O)(=O)Nc1ccc(OC(F)(F)F)cc1	-4	0	-1	4	nt	1.0	6.1%	4	-2
CCOc1ccccc1Nc1ccc(C(=O)O)cc1N	2	7	1	1	-11	1.0	-1.6%	18	10
Cc1cc(C(=O)OCC(=O)Nc2ccc(S(=O)(=O)N3CCOCC3)cc2)c(C)o1	-2	-5	1	4	13	0.4	-1.0%	7	-2
COc1ccc(/C=C2/N=C(c3cccs3)OC2=O)cc1OC(C)C	13	-6	4	10	10	-0.1	0.3%	4	5
COc1cccc(C(=O)Nc2ccc(-c3nc4ccccc4o3)c(O)c2)c1	-2	2	4	4	15	0.9	3.0%	3	45
O=C(CN1CCCCCC1)N/N=C/c1cccc(Cl)c1	-4	-9	3	22	-6	0.0	-1.2%	-3	-9
O=C(CN1C(=O)/C(=C/c2ccco2)SC1=S)NC1CCS(=O)(=O)C1 (configuration not stated)	30	-5	4	17	2	-0.1	2.7%	-2	5
Cc1cc(N)n(-c2nc(-c3cccnc3)nc3ccccc23)n1	57	-6	2	6	-1	-0.5	-0.8%	7	-5
O=C(CCCC(=O)OCC1CCCO1)OCC1CCCO1 (configuration not stated)	4	11	3	-2	-6	-1.7	0.7%	22	-10
COc1ccc(OC)c(CCNC(=O)Cn2cccc2C(=O)c2ccccc2C)c1	6	2	-3	-7	-4	-1.4	-1.0%	2	-2
CCCCN(C(=O)C1CCCC1)c1c(N)n(CC(C)C)c(=O)[nH]c1=O	-8	2	3	-11	5	-2.5	2.5%	-12	5
O=C(CNc1ccc(Br)cc1)c1ccc(Br)s1	-2	nt	7	10	-5	1.0	12%	-4	-7
CCCCC(=O)Nc1nc(C)c(C(C)=O)s1	-50*	nt	3	4	0	0.0	8.0%	4	nt
COc1cc(NC(=O)CCCNC(=O)c2ccc(Cl)cc2)cc(OC)c1	-1	-3	2	0	25	0.4	0.0%	6	1
COC(=O)c1c(C)[nH]c(C(=O)C(C)OC(=O)c2ccco2)c1C (configuration not stated)	-9	-1	3	-10	21	0.1	0.1%	-11	-17
COC(=O)CNC(=O)C(C)NC(=O)OCc1ccccc1 (configuration not stated)	-17	-9	2	6	-5	-0.1	1.1%	6	7
Cc1c(C(=O)C(=O)NCCCn2ccnc2)c2ccccc2n1C	-1	7	1	-5	-2	0.2	-0.3%	-20	-11
CCCCOc1ccc(NC(=O)CSc2nnnn2C)cc1	8	-3	1	1	16	0.4	2.2%	0	12
Cc1cc(C(=O)N/N=C/c2sccc2C)no1	-2	-3	4	2	9	-0.3	2.9%	3	-3
CC(=O)c1cccc(NC(=O)CSc2nnc3ccc(-c4ccc(F)cc4)nn23)c1	nt	-2	0	3	nt	1.2	4.3%	-9	-1

Full records, quoted from the list. Screens in order: D1 antagonist | D1 potentiator | D1 agonist | TRHR PAM | D2 antagonist | D2 agonist | RXFP1 agonist | D2 potentiator | RXFP1 antagonist
Entry for O=C(CN1CCCCCC1)N/N=C/c1cccc(Cl)c1 = -4 | -9 | 3 | 22 | -6 | 0.0 | -1.2% | -3 | -9
Entry for COC(=O)CNC(=O)C(C)NC(=O)OCc1ccccc1 (configuration not stated) = -17 | -9 | 2 | 6 | -5 | -0.1 | 1.1% | 6 | 7
Entry for COc1cc(NC(=O)CCCNC(=O)c2ccc(Cl)cc2)cc(OC)c1 = -1 | -3 | 2 | 0 | 25 | 0.4 | 0.0% | 6 | 1
Entry for Cc1ccc(C(C)C)c(OCC(=O)N2CCN(c3ncccn3)CC2)c1 = 6 | -5 | 1 | 5 | -17 | 0.6 | -1.8% | -2 | -8
Entry for CCCCN(C(=O)C1CCCC1)c1c(N)n(CC(C)C)c(=O)[nH]c1=O = -8 | 2 | 3 | -11 | 5 | -2.5 | 2.5% | -12 | 5

Further entries follow:
SMILES	D1 antagonist	D1 potentiator	D1 agonist	TRHR PAM	D2 antagonist	D2 agonist	RXFP1 agonist	D2 potentiator	RXFP1 antagonist
CC(C)(C)N1CC(c2nc3ccccc3n2Cc2ccccc2)CC1=O (configuration not stated)	36	10	7	-10	3	0.1	1.7%	-1	9
NC(N)=N/N=C/c1ccc(OCc2ccccc2Cl)cc1	-12	1	-1	17	16	0.1	1.2%	6	-6
CCOc1ccc(-n2nc3c(Cl)nnc(C)c3c2C)cc1	-10	-6	0	1	26	-0.4	-0.2%	-3	nt
COc1ccc(C)cc1N(C(=O)CNC(=O)c1ccco1)C(C(=O)NCC1CCCO1)c1ccccc1 (configuration not stated)	4	-9	1	-4	-14	1.9	2.7%	nt	1
CC(=O)c1cccc(OCC(=O)Nc2cc(Cl)ccc2-n2cncn2)c1	3	4	5	10	-12	0.3	1.3%	-1	26
Cc1ccc(CNC(=O)CCS(=O)(=O)c2ccc(Br)cc2)cc1	-18	-10	2	-1	-12	-0.2	1.3%	2	-8
Fc1ccc(Nc2nc(N3CCOCC3)nc(N3CCOCC3)n2)cc1	6	4	1	-1	8	0.0	2.6%	5	23
CC(C)Oc1cccc(C2CC(=O)Nc3cc4c(cc32)OCO4)c1 (configuration not stated)	-32*	-1	68*	1	nt	5.7	1.1%	0	-26
C=CCn1c(COc2cccc(C)c2)nnc1SCC(=O)c1c[nH]c2c(CC)cccc12	-5	-3	4	-1	6	0.5	-0.1%	12	-2
O=C(NCc1ccccc1)C(Cc1ccccc1)NS(=O)(=O)c1cccc2nsnc12 (configuration not stated)	5	3	-1	-8	-7	-0.2	0.7%	-27	0
O=C(COCC(=O)N/N=C/c1ccc(F)cc1)N/N=C/c1ccc(F)cc1	-2	-9	1	24	13	-1.0	1.3%	-3	-12
O=C1CC(c2ccco2)CC(O)=C1C=NCCN1CCNCC1 (configuration not stated)	2	-2	0	-6	-6	1.1	-1.4%	-5	-4
CC(C)CN(C(=O)CC1OC(=O)c2ccccc21)c1c(N)n(Cc2ccccc2)c(=O)[nH]c1=O (configuration not stated)	-3	0	2	7	-16	-0.4	-0.1%	-2	-1
Cc1c(Cc2ccccc2)c(=O)oc2c(C)c(OCC(=O)N3CCC(C(=O)O)CC3)ccc12	-12	-4	3	2	-19	-0.2	3.8%	-2	nt
COc1ccccc1N1C(=S)NC2CS(=O)(=O)CC21 (configuration not stated)	-6	2	1	7	8	0.1	0.3%	-23	7
Cc1ccc(S(=O)(=O)N2CC3CCCN3c3ccc(C(F)(F)F)cc32)cc1 (configuration not stated)	6	1	4	2	-11	-0.7	-0.9%	5	4
COc1ccc(NC(=O)Nc2ccccc2OCc2cc(=O)n3ccccc3n2)c(OC)c1	-16	-3	-1	-6	nt	-0.3	-2.8%	nt	14
COCCn1c(C)cc(C(=O)CSc2nnnn2C2CCCC2)c1C	38	nt	4	-9	nt	nt	-0.4%	nt	-14
COC(=O)[C@H](Cc1ccccc1)NS(=O)(=O)N[C@@H](Cc1ccccc1)C(=O)OC	27	2	0	-3	-8	4.7	-0.2%	-9	nt
CCc1cccc(NS(=O)(=O)c2cc(-c3cnc(C)o3)ccc2OC)c1	7	-1	-1	1	nt	1.5	1.3%	-2	nt

Not all compounds are listed (hit frequency here may not be typical).
